MPTP inh: blocks calcium-induced mitochondrial swelling; isolated mouse mitochondria, Ca2+ swelling absorbance, 30 min; inhibition, % at 10 µM; hit rate 1.4% among 360,000; AID 602449;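 active = inhibition of 50% or more, scaled per plate between neutral and stimulator controls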;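 also: 0% = DMSO wells given calcium and 100% = 1 mM EGTA wells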
hIAP block: blocks human intestinal alkaline phosphatase; purified IAP, CDP-Star luminescence, 30 min; P09923; inhibition, % at 10 µM; hit rate 0.12% among 330,000;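 active = inhibition reaching a set limit with compound at 10 µM in the primary screen, cut at about 35% in these data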;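 also: plate controls were DMSO wells with enzyme for no effect and no-enzyme buffer wells for full effect; values of inactives mirror those of a sister screen read the other way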
Target sequence (P09923 whole entry, looked up): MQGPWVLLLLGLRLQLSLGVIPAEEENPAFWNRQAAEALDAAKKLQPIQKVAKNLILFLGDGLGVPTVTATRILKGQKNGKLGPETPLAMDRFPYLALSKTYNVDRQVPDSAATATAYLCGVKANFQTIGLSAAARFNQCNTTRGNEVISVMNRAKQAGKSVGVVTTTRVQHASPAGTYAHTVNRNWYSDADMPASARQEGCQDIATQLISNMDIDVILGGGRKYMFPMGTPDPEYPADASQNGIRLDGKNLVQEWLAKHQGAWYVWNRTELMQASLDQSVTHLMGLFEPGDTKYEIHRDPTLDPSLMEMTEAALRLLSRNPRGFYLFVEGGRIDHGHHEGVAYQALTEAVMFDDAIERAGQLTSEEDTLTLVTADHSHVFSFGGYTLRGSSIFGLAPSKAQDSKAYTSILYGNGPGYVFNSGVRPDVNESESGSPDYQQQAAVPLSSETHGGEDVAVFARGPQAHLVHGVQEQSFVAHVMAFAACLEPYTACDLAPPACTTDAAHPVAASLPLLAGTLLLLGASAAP
A3A deaminase: blocks human APOBEC3A ssDNA deamination | P31941 | recombinant A3A, FAM/TAMRA ssDNA deamination fluorescence | inhibition, % at 20 µM | hit rate 0.41% among 330,000;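 active = at least 40% inhibition at 20 µM here, with at most 30% in a related deaminase screen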;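 also: plate controls were A3A with DMSO for no effect and wells lacking A3A enzyme for full effect; some results filed as inactive read as strong as hits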
NR3A LBD binder: modulates the human NR3A ligand-binding domain. NR3A LBD differential scanning fluorimetry, Tm shift; 0% = protein alone, 100% = glycine-bound protein. Tm shift relative to glycine control, % at 25 µM. hit rate 2.5% among 340,000. AID 1259313;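 active = melting temperature shift of at least 10% of the positive control shift, at one fixed dose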
hIAP act: increases human intestinal alkaline phosphatase activity; hit rate 0.16% among 330,000; P09923; purified human IAP, CDP-Star luminescence, 30 min; stronger effect = higher value; 1 = vehicle-only enzyme, 0 = enzyme-free background; activation factor at 10 µM;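 active = activation factor of the enzyme at least 2-fold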; also: the source names both 10 and 20 µM as test concentration; values of inactives mirror those of a sister screen read the other way
APOBEC3G inh: blocks human APOBEC3G single-stranded DNA deamination; Q9HC16; recombinant A3G, ssDNA deamination FAM/TAMRA fluorescence; inhibition, % at 20 µM; hit rate 0.28% among 330,000; AID 493012;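 active = inhibition of at least 40% at 20 µM, with no more than 30% in the related APOBEC3A deaminase screen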;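 also: plate controls were DMSO wells with A3G for no effect and wells lacking A3G enzyme for full effect; some compounds called inactive have numbers as strong as hits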
Target sequence (Q9HC16 whole entry, looked up): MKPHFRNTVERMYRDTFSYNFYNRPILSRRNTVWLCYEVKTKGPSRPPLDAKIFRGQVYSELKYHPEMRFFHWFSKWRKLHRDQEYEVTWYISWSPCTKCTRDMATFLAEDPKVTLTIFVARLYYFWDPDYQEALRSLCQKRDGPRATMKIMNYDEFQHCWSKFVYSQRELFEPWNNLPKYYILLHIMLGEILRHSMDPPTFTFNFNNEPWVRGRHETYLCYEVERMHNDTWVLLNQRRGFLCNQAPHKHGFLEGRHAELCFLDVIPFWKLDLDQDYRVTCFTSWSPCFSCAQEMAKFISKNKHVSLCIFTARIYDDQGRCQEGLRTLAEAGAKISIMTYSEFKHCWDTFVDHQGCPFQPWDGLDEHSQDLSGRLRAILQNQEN
MIN6 prolif: MIN6 beta-cell proliferation induction. AID 2380. proliferation, % at 10 µM. hit rate 0.29% among 330,000. MIN6 cells proliferation, ATPlite luminescence, 48 h; cells starved in 0.2% serum; 100% = growth in 10% serum;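 active = compounds whose signal lies at least 3.5 SD above the mean of all wells on their plate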;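 also: 0% = DMSO-treated cells in low-serum medium and 100% = 10% serum control; some compounds called inactive have numbers as strong as hits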
mIAP activ: mouse IAP activation | AID 2805 | muIAP, CDP-Star luminescence, 30 min; stronger effect = higher value; 1 = vehicle-only enzyme signal, 0 = enzyme-free wells | hit rate 0.24% among 330,000 | activation factor at 10 µM;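 active = activation factor of at least 2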; also: the source names both 10 and 20 µM as test concentration; values of inactives mirror those of a sister screen read the other way
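Assay system: mouse IAP enzyme; Reagent: CDP-Star chemiluminescent phosphatase substrate; Compound: DMSO-dissolved test compounds; Incubation: 30 min, room temperature; Technique: luminescence from enzymatic CDP-Star hydrolysis; Controls: DMSO-only wells and no-enzyme negative control.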
mIAP block: blocks mouse intestinal alkaline phosphatase | purified mouse IAP, CDP-Star luminescence, 30 min | inhibition, % at 10 µM | hit rate 0.2% among 330,000 | AID 2806;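 active = inhibition of at least 40% at 10 µM in the primary screen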;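 also: plate controls were DMSO with enzyme for no effect and no enzyme wells for full effect; values of inactives mirror those of a sister screen read the other way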
* marks the source's active call; other numbers are inactive results; . = not tested or not shown.

SMILES	MPTP inh	hIAP block	A3A deaminase	NR3A LBD binder	hIAP act	APOBEC3G inh	MIN6 prolif	mIAP activ	mIAP block
O=C(Cn1c(=O)c2cccn2c2ccccc21)NCCCN1CCCCC1	0.7	3	-1	-2	0.97	5	-1	0.97	3
CN(C)S(=O)(=O)c1cccc(COC(=O)CN2C(=O)NC3(CCCC3)C2=O)c1	0.0	-6	7	2	1.1	-9	3	0.92	8
O=C(COc1ccccc1)N1CCN(S(=O)(=O)c2cccs2)CC1	-0.9	9	0	0	0.91	-2	-1	1.2	-16
CCOC(=O)CSc1nc2ccccc2n2cnnc12	0.4	-12	-3	0	1.1	-7	-1	0.92	8
CC(Sc1nc(-c2ccccc2)nc2c1COC(C)(C)C2)C(=O)N1CCOCC1 (stereo not given)	0.6	-12	-1	2	1.1	-10	0	0.96	4
NC(=O)CC(NC(=O)Cc1ccc(Cl)cc1)c1ccc(NCCN2CCOCC2)c([N+](=O)[O-])c1 (stereo not given)	-1.5	2	5	0	0.97	-3	-5	1	-4
Cc1ccc(OC(=O)c2cccc(C(=O)Oc3ccc(C)cc3)n2)cc1	1.6	3	-2	1	0.97	-5	-2	1	-2
COc1cccc(-c2noc(C(C)n3nc(C)c([N+](=O)[O-])c3C)n2)c1 (stereo not given)	3.5	-10	2	14*	1.1	0	-2	1	-4
COc1cc2[nH]c(=O)n(CCCCCC(=O)NCCCN3CCCC3=O)c(=O)c2cc1OC	-1.4	2	-1	1	0.97	0	-2	1	-3
O=C(OCC(=O)N1CCN(C(=O)c2ccco2)CC1)c1ccc(Cl)cc1	0.0	2	1	0	0.98	0	0	0.9	10
Cc1ccc(NC(=S)NC(NC(=O)C(C)(C)C)C(Cl)(Cl)Cl)c(C)c1 (stereo not given)	57*	9	0	-3	0.91	-4	-2	1.3	-26
O=C1c2ccsc2SCCN1Cc1ccccc1	0.1	1	-8	-1	0.99	-12	-1	1.1	-12

The final four compounds of the part before come first, to join the parts:
SMILES	MPTP inh	hIAP block	A3A deaminase	NR3A LBD binder	hIAP act	APOBEC3G inh	MIN6 prolif	mIAP activ	mIAP block
COc1cc2[nH]c(=O)n(CCCCCC(=O)NCCCN3CCCC3=O)c(=O)c2cc1OC	-1.4	2	-1	1	0.97	0	-2	1	-3
O=C(OCC(=O)N1CCN(C(=O)c2ccco2)CC1)c1ccc(Cl)cc1	0.0	2	1	0	0.98	0	0	0.9	10
Cc1ccc(NC(=S)NC(NC(=O)C(C)(C)C)C(Cl)(Cl)Cl)c(C)c1 (stereo not given)	57*	9	0	-3	0.91	-4	-2	1.3	-26
O=C1c2ccsc2SCCN1Cc1ccccc1	0.1	1	-8	-1	0.99	-12	-1	1.1	-12
COC(=O)c1c(NC(=O)CN2CCC(C)CC2)c2c(C)cccc2n1C	.	-1	-1	.	1	-3	0	0.98	2
Cc1cc(C)c2nc(N3CCCC(C(=O)NC4CCCC4)C3)sc2c1 (stereo not given)	-0.8	17	-2	-3	0.83	1	4	1.1	-10
CCO[C@H]1OC(C(=O)O)=C[C@@H](C2CC2)[C@@H]1CCCO	.	0	-2	.	1	-8	1	0.98	2
O=C(c1ccc(=O)[nH]c1)N1CCCc2ccccc21	0.2	-39	-4	1	1.4	-7	-3	0.94	6
Nc1cccc(S(=O)(=O)NC2=NCCC2)c1	-2.4	10	0	-1	0.9	-1	-2	1	-3
O=C(NC1=NCCS1)c1ccc(F)c(S(=O)(=O)N2CCOCC2)c1	-0.2	-5	-3	-1	1.1	-8	1	1.1	-7
O=C(O)c1ccc(COc2ccccc2C=C2C(=O)c3ccccc3C2=O)cc1	0.8	-7	1	29*	1.1	0	-5	0.97	3
CCC1CCCCN1C(=O)COC(=O)c1cc(Br)ccc1Cl (stereo not given)	-0.4	-4	3	2	1	0	-1	0.97	2
COc1cc(C)c(C(=O)Oc2cc(C)c(C(=O)O)c(O)c2C)c(OC)c1C	0.9	6	-5	-9	0.94	-11	-1	0.96	4
Cc1ccc(C(=O)CSc2nc(C)cc(SCc3nnc(-c4ccccc4)o3)n2)cc1	1.9	6	3	-3	0.94	2	0	0.98	2
COc1ccc2[nH]c(=O)c(C3c4cc(OC)c(OC)cc4CCN3C(=O)c3ccco3)cc2c1 (stereo not given)	-1.3	-2	-2	-3	1	-11	2	0.99	1
CC(C)(C#N)N([O-])C=C[N+](=O)C(C)(C)C#N	-0.8	6	1	0	0.94	0	-4	1	-3
O=C(NC(=S)Nc1ccc(Cl)cn1)c1cc([N+](=O)[O-])ccc1N1CCOCC1	2.5	2	-2	-24	0.98	-2	0	1	-1
CC(=O)Nc1ccc(NC(=O)CSc2nnc(NC(=O)c3ccco3)s2)cc1	-0.1	-11	-3	16*	1.1	-8	-2	0.88	12
COc1cccc(CN2CCN(Cc3nc4c(s3)CCCC4)CC2CCO)c1 (stereo not given)	3.5	-59	-2	-1	1.6	-2	0	1	-1
COc1cccc2sc(Nc3nc(-c4ccncc4)cs3)nc12	-3.9	-26	45*	-2	1.3	1	0	0.71	29
COc1ccc(P(=O)(COc2ccc([N+](=O)[O-])cc2)c2ccc(OC)cc2)cc1	1.7	1	-2	-3	0.99	-4	0	0.96	4
CCC(C)(C)NC(=O)Cc1ccc(C)cc1	0.7	14	-3	0	0.86	-5	-2	0.93	7
Cc1sc2nc3ccc(N4CCCC4)nn3c(=O)c2c1C	-1.2	-6	5	0	1.1	-3	-4	0.83	17
Cc1cc(C)cc(OCCCn2ccnc2)c1	1.5	-2	-8	2	1	-4	-1	1	-5
O=C(NC1CCCCC1)c1cc(C2CC2)on1	1.0	0	-1	-1	1	-9	1	1	-2
O=C(COc1ccc([N+](=O)[O-])cc1)Nc1cccc2nsnc12	1.8	-5	-4	1	1.1	-6	-2	0.97	3
Cc1ccc(NC(=O)CNC(=O)c2ccco2)cc1	-0.3	1	0	-1	0.99	-3	-1	0.94	6
CCOC(=O)N1CCN(c2c(NCc3ccccc3Cl)c(=O)c2=O)CC1	0.9	5	1	-1	0.95	-2	0	1.1	-6
CCN(CC(=O)NC1CCS(=O)(=O)C1)c1ccc(S(C)(=O)=O)cc1[N+](=O)[O-] (stereo not given)	9.8	2	1	0	0.98	-5	-3	0.87	13
O=C(CCCSc1nc2ccccc2[nH]1)N1CCN(c2ccc([N+](=O)[O-])cc2)CC1	11	-2	7	-3	1	-4	-2	0.84	16
Cc1ccc(NC(=O)NC(=O)COc2ccccc2C(N)=O)c(C)c1	0.5	7	-2	1	0.93	-1	2	1.1	-9
CCOC(=O)C1=C(N)Oc2cc(O)ccc2C1c1ccccc1 (stereo not given)	1.9	0	-1	-12	1	-2	-3	1.1	-8
CCOC(=O)c1nn(-c2ccc(F)cc2)c2nc(Nc3ccccc3)cc(=O)n12	-10	15	-2	-4	0.85	-4	-2	0.96	4
COc1ccc(C2CC(c3ccc(OC)cc3O)=NN2C(=O)c2ccccc2)cc1 (stereo not given)	0.9	-29	2	-1	1.3	5	-3	1.1	-9
CC(C)CCNC(=O)C1CC(c2cccc([N+](=O)[O-])c2)=NO1 (stereo not given)	-2.8	4	1	-3	0.96	-4	-1	0.98	2
CCOC(=O)CC(NC(=O)CCc1c(C)nc2nc(C)nn2c1C)c1ccc(OC(C)C)cc1 (stereo not given)	17	8	0	-1	0.92	-3	0	1	-1
O=C(NCc1ccc(F)cc1)c1ccc(NC(=O)C2CCCO2)cc1 (stereo not given)	-0.5	-6	-1	2	1.1	-7	1	1.1	-6
Cc1c(Br)c(O)c(Br)c(O)c1/C=N/n1c(-c2ccccc2)n[nH]c1=S	0.3	-7	-2	.	1.1	32	2	0.78	22
Cc1ccc(S(=O)(=O)N(C(=N)N)c2nc(N(C)C)nc(N(C)C)n2)cc1	0.2	-6	-2	.	1.1	-7	3	0.99	1
COc1ccc(-c2[nH]ncc2CNC(C)c2cn(C)nc2C)c(F)c1 (stereo not given)	-0.4	-13	0	-1	1.1	2	-1	0.95	5
O=C(Cc1ccccc1)N1CCCC(c2nc(-c3ccc(S(=O)(=O)N4CCCC4)cc3)no2)C1 (stereo not given)	3.6	12	-3	0	0.88	-2	0	0.95	5
COC(CN(C)C(=O)c1ccc2c(c1)NC(=O)c1ccccc1S2)OC	0.2	-2	-5	2	1	-7	-1	0.9	10
CCOc1ccc(NC(=O)c2ccccc2NS(C)(=O)=O)cc1	0.5	2	3	2	0.98	-6	-4	0.95	4
CC1=CCC2C(=O)N(C(C)c3ccccc3)C(=O)C2C1 (stereo not given)	-1.4	10	1	1	0.9	-7	0	1.1	-7
O=C(CN1C2CCCC1CC(NC(=O)c1ccccc1)C2)Nc1ccccc1C(F)(F)F (stereo not given)	0.0	12	2	-9	0.88	1	-3	0.99	1
Cn1nnnc1SCCNCc1ccccc1OCc1ccccc1	1.1	2	-2	6	0.98	-7	-1	1.1	-5
C[C@H]1COC(=O)[C@@H](NC(=O)OCC2c3ccccc3-c3ccccc32)C/C=C\C[C@H](CC(=O)NCCO)C(=O)N1	0.0	4	-1	-3	0.96	-7	-5	1	-3
CCc1ccc(NC(=O)CNS(=O)(=O)c2c(C)noc2C)cc1	1.0	-15	3	2	1.1	4	-3	1.1	-8
O=C(Cc1cccs1)N/N=C/C=C/c1ccccc1[N+](=O)[O-]	0.2	6	2	-1	0.94	-2	0	0.93	7
CN1/C(=C\C(=O)COC(=O)CN2C(=O)C3CC=CCC3C2=O)C(C)(C)c2ccccc21 (stereo not given)	2.5	-5	-2	0	1	-3	-5	1	-3
COc1cc(C2CC(=O)Oc3c(C(CCN4CCOCC4)c4ccc(N(C)C)cc4)c(OC)cc(OC)c32)cc(OC)c1OC (stereo not given)	1.2	27	-4	-2	0.73	-12	-2	0.96	4
CCCN(CCC)Cc1c(C(=O)N/N=C/c2c[nH]c3ccccc23)nnn1-c1nonc1N	-0.3	8	-5	22*	0.92	-10	-5	0.95	5
O=C(NC(=S)Nc1ccc(Cl)c(C(=O)O)c1)c1ccc(OCc2ccccc2)cc1	3.0	-30	-2	2	1.3	-4	-4	0.99	1
COC(=O)/C(=N/Nc1ccccc1Cl)Sc1nnc(C(O)c2ccccc2)n1-c1ccccc1 (stereo not given)	4.0	-1	3	-2	1	-1	-2	0.93	7
O=c1c2ccccc2c(-c2ccccc2)nn1-c1ccccc1	1.7	15	-4	-2	0.85	-8	-1	0.89	11
CC1CC(C)(C)CC2(C1)NC(=O)N(CC(=O)NC1CCCc3ccccc31)C2=O (stereo not given)	-0.1	13	7	7	0.87	-3	-4	1	-2
Cc1nc(C)n(CCNS(=O)(=O)c2ccccc2)n1	-0.6	15	-4	-2	0.85	-6	-3	0.92	8
Cc1ccc(S(=O)(=O)c2cc3c(=O)n4cccc(C)c4nc3n(Cc3ccncc3)c2=N)cc1	-0.3	21	-2	11*	0.79	-2	-5	0.86	14
COc1cccc(Nc2nc3ccccc3c(=O)[nH]2)c1	1.0	12	-1	-11	0.88	-1	-3	0.9	10
Cc1oc(-c2ccoc2)nc1CN(Cc1ccccc1)CC1CC1	-0.8	-2	-5	2	1	-8	-2	1.1	-8
Cc1onc(-c2c(Cl)cccc2Cl)c1NC(=O)NNc1ccccc1	-0.5	8	-2	-2	0.92	-5	0	1.1	-14
COc1cccc(CC2(CO)CCN(Cc3cnc(N4CCOCC4)s3)CC2)c1	-3.4	7	-3	-1	0.93	-7	4	1	-3
CCc1nnc(NC(=O)c2sc3nc4cc(C)ccc4cc3c2N)s1	3.7	-27	-4	20*	1.3	-8	-1	0.94	6

Source: PubChem BioAssay (Sanford-Burnham Center for Chemical Genomics)
